MPTP block – permeability transition pore inhibition; isolated mouse mitochondria, Ca2+ swelling absorbance, 30 min; inhibition, % at 10 µM; 1.4% of 360,000 active; AID 602449;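 active = inhibition of 50% or more, scaled per plate between neutral and stimulator controls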;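 also: 0% = DMSO wells given calcium and 100% = 1 mM EGTA wells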
PfGluPho inh – PfG6PD (Plasmodium falciparum) enzyme inhibition; PfGluPho enzyme, NADPH resazurin-diaphorase fluorescence; inhibition, % at 20 µM; 0.78% of 350,000 active; AID 504690;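 active = inhibition reaching at least a set limit at 20 µM in the primary screen, cut at about 59% in these data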;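 also: 0% = DMSO wells with substrate and 100% = DMSO wells lacking glucose-6-phosphate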
SENP8 inh – inhibitors of human SENP8 protease | AID 602440 | 0.64% of 360,000 active | recombinant SENP8, Nedd8 substrate fluorescence | inhibition, % at 20 µM | Q96LD8; in the data active = inhibition mostly above about 40%, no sharp cut-off; inactive = mostly below about 27%
Target sequence (Q96LD8 whole entry, looked up): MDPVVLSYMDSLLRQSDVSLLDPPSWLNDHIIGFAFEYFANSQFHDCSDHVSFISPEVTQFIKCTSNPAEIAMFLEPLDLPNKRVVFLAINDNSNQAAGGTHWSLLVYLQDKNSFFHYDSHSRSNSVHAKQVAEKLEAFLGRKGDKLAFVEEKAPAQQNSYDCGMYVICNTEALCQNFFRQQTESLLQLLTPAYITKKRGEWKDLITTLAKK
Starred values were filed as active, the others as inactive. Not all compounds are listed; count on the stated rates, not on these rows.

SMILES	MPTP block	PfGluPho inh	SENP8 inh
COc1ccccc1NC(=O)N(C)C[C@@H]1OCc2cn(nn2)CCCC(=O)N([C@H](C)CO)C[C@H]1C	-1.1	0	8
COc1ccc(S(=O)(=O)Nc2ccc3c(c2)C(=O)N([C@H](C)CO)C[C@H](C)[C@@H](CN(C)S(=O)(=O)c2cn(C)cn2)OCCCC[C@H](C)O3)cc1	-1.1	4	0
COc1cc(NC(=O)CCn2c(=S)[nH]c3ccccc3c2=O)cc(OC)c1OC	0.6	17	10
CC1(C)CC(=O)C=C(c2n[nH]nc2C2CCCCC2)C1	0.9	17	14
CCOc1ccc(S(=O)(=O)c2ccc(C)cc2)c2c1no[n+]2[O-]	2.2	-14	33
CC1(C)CN(c2ccccc2)C(=O)[C@H]1CC(=O)Nc1ccccc1	-1.2	-2	17
CCCCCCN1C[C@@H](n2cc(COC(=O)c3ccccc3)nn2)[C@H](O)C[C@@H]1c1ccc(OC)cc1	0.5	22	4
O=C(COC(=O)c1cccc(S(=O)(=O)N2CCCC2)c1)c1ccc(F)cc1	0.6	4	13
CC(=O)C1=C(O)C(=CC=Cc2ccccc2)OC1=O	-1.2	-9	-437
O=C1c2ccccc2S(=O)(=O)c2cc(-c3nn[nH]n3)ccc21	-0.2	-42	6
O=C(Nc1cnns1)Oc1ccccc1	-0.6	-3	4
C[C@H]1CN([C@@H](C)CO)S(=O)(=O)c2ccc(Br)cc2O[C@H]1CN(C)C(=O)c1cccnc1	-0.5	-7	2
COc1ccc([C@H]2C[C@@H](O)[C@H](n3cc(C4CC4)nn3)CN2Cc2cccs2)cc1	-1.5	12	0
O=C(Nc1ccc(S(=O)(=O)Nc2ncccn2)cc1)c1cccc([N+](=O)[O-])c1	-0.2	-11	17
C[C@H]1CN([C@@H](C)CO)C(=O)c2cc(Br)cnc2O[C@H]1CN(C)S(=O)(=O)c1cccs1	-0.6	9	4
Cc1cc(C)c(C)c(S(=O)(=O)N2CCC(C(=O)NCc3cccs3)CC2)c1C	0.7	-23	8
Cc1nc(N2CCCCC2)[nH]c(=O)c1CN(C)N=O	2.8	-29	17
C#CCOCC1CN(C)C(=O)O1 (configuration not stated)	-0.5	-2	16
O=C(Nc1ccccc1Cl)Nc1ccnn1C1CCN(C(=O)C2CCOC2)CC1 (configuration not stated)	-1.3	9	13
C[C@H](NC(=O)c1ncn2c1c(=O)[nH]c1ccc(Br)cc12)c1ccccc1	0.4	-1	-181

Arranged by molecular weight (falling): three of the compounds above
SMILES	MPTP block	PfGluPho inh	SENP8 inh
COc1ccc(S(=O)(=O)Nc2ccc3c(c2)C(=O)N([C@H](C)CO)C[C@H](C)[C@@H](CN(C)S(=O)(=O)c2cn(C)cn2)OCCCC[C@H](C)O3)cc1	-1.1	4	0
C[C@H]1CN([C@@H](C)CO)S(=O)(=O)c2ccc(Br)cc2O[C@H]1CN(C)C(=O)c1cccnc1	-0.5	-7	2
C[C@H](NC(=O)c1ncn2c1c(=O)[nH]c1ccc(Br)cc12)c1ccccc1	0.4	-1	-181

More records
SMILES	MPTP block	PfGluPho inh	SENP8 inh
C[C@H](CO)N1C[C@H](C)[C@@H](CN(C)S(=O)(=O)c2cccc(C#N)c2)OCc2cnnn2CCCC1=O	-0.9	0	9
C[C@H](CO)N1C[C@H](C)[C@@H](CN(C)C(=O)CCC(F)(F)F)OCc2cnnn2CCCC1=O	1.0	-10	-1
O=C1NN=C2CCCCCCCCCCC12 (configuration not stated)	-1.8	-6	25
Cc1ccc([C@H]2C[C@H](n3cc(COC(=O)c4ccccc4)nn3)[C@@H](O)CN2C(=O)C2CCCCC2)cc1	-0.4	1	7
O=C(c1ccco1)N1N=C(c2ccccc2O)CC1c1cccs1 (configuration not stated)	-1.9	21	-1
COc1ccc(CN2C(=O)C(CC(=O)NCc3cccc4ccccc34)CC(C(=O)N3CCOCC3)=C2C)cc1 (configuration not stated)	-3.1	-4	3
O=C(CCc1ccc(O)cc1)NN=Cc1ccc2c(c1)OCO2	8.3	2	10
CN1C(=O)[C@H]2[C@@H](c3ccc(C(F)(F)F)cc3)N[C@]3(CCCN(Cc4ccc(Cl)cc4)C3=O)[C@H]2C1=O	-0.4	11	-19
N#Cc1ccsc1NC(=O)CSc1nnc(NC2CC2)s1	-1.2	-1	9
COC(=O)C1=C/CCCN(C(c2ccccc2)c2ccccc2)/C=C\1C(=O)OC	-0.6	-2	-8
CC(C)C1C(=O)N(Cc2cn(Cc3ccco3)nn2)CCS(=O)(=O)N1Cc1ccc(-c2cccc(N(C)C)c2)cc1 (configuration not stated)	-0.5	15	-342
C[C@H](O)CNC(=O)c1[nH]cnc1C(=O)Nc1cccc(Cl)c1	0.4	6	-2
COC(=O)c1c(C(=O)OC)c2c(-c3ccccc3)cc3cccc1n32	0.7	-7	-489
CCCCCCCC1=NN(c2ccc(S(=O)(=O)O)cc2)C(=O)C1N=O (configuration not stated)	-2.7	-43	26
C[C@H](CO)N1C[C@H](C)[C@@H](CN(C)C(=O)c2ccc3ccn(C)c3c2)OCc2cnnn2CCCC1=O	0.6	-5	-18
CC1=C(C(=O)N(C)C)CC(CC(=O)NCC2CCCCC2)C(=O)N1CCCN1CCCC1=O (configuration not stated)	0.1	1	6
Cc1c(Cl)cccc1NC(=S)NC(=O)c1ccccc1	-0.3	21	19
Cn1ncc([N+](=O)[O-])c1C(=O)Nc1ccccc1C#N	-1.2	8	19
CC12CCC3c4ccccc4CCC3(CO1)C2 (configuration not stated)	-0.7	5	11
Cc1noc(C)c1NC(=O)Nc1ccc2c(c1)C(=O)N([C@H](C)CO)C[C@H](C)[C@H](CN(C)C(=O)NC1CCCCC1)OCCCC[C@@H](C)O2	-0.1	23	4
COC(=O)C[C@@H]1C[C@H]2c3cc(NC(=O)Nc4ccccc4F)ccc3O[C@H]2[C@H](CO)O1	-0.8	-10	7
CC(C)OC(=O)N(C)C[C@H]1OCc2cnnn2CCCC(=O)N([C@H](C)CO)C[C@@H]1C	1.1	-6	21
COc1ccc(C(=O)NCCCN2CCCC2=O)cc1S(=O)(=O)N1CCOCC1	-0.6	-4	16
O=C(c1ccccc1F)N1CCCC(N2CCN(Cc3ccc4c(c3)OCO4)CC2)C1 (configuration not stated)	-0.2	-10	12
CCOC(=O)/C=C/C(=O)Nc1ccc(S(=O)(=O)Nc2cc(OC)nc(OC)n2)cc1	-0.8	10	0
CC(C)(C)Cc1c(-c2ccccc2)nc2ccc(Cl)cn12	-0.1	10	-11
Cc1ccccc1N(CC(=O)N1CCN(Cc2ccccc2)CC1)S(C)(=O)=O	-0.8	-2	2
Nc1ccn([C@@H]2O[C@H](CNC(=O)[C@@H](Cc3cccnc3)NC=O)[C@@H](O)[C@H]2O)c(=O)n1	-0.7	-2	3
Nc1ccn([C@@H]2O[C@H](CNCc3cc(Br)ccc3OCc3ccccc3)[C@@H](O)[C@H]2O)c(=O)n1	-1.4	9	-4
COc1cc(C(=O)N(C(C)C)C2CCCCC2)cc(OC)c1OC	-2.1	1	5
C[C@@H]1CN([C@H](C)CO)C(=O)CCCn2nncc2CO[C@H]1CN(C)S(=O)(=O)c1ccc(Oc2ccccc2)nc1	0.5	-2	0
CC(=Cc1ccccc1)C(=O)c1ccccc1	0.1	6	18
C=Cn1cc(CNC[C@H]2O[C@@H](n3cc(C)c(=O)[nH]c3=O)C[C@@H]2O)c(C)n1	-0.3	1	-24
CCN(C(=O)Cn1cc(C(F)(F)F)ccc1=O)C1CCS(=O)(=O)C1 (configuration not stated)	0.7	-1	5
CNC[C@@H]1OCc2ccccc2-c2ccccc2C(=O)N([C@@H](C)CO)C[C@@H]1C	-1.9	-3	3
CC(=NNC(=S)N1CCCC1)c1ccccn1	-1.8	67*	-5
COC(=O)c1c(NC(=O)c2ccc(C(=O)c3ccccc3)cc2)sc2c1CC(C)(C)NC2(C)C	1.5	-6	-40
COc1ccc(C(=O)NCC2(c3ccc(OC)c(OC)c3)CCCC2)cc1OC	2.0	-10	14
CCOC(=O)/C(=C(/C)N)C1CC(=O)NC1=O (configuration not stated)	-0.6	-16	-11
CN(CC(=O)Nc1c(Cl)cccc1Cl)CC(=O)N1CCc2ccccc21	-0.2	12	11
C[C@@H]1CN([C@H](C)CO)C(=O)c2cc(Br)cnc2O[C@@H]1CN(C)C(=O)CC1CC1	0.3	-5	15
Cc1cn([C@H]2C[C@H](O)[C@@H](CNC(=O)[C@H](N)Cc3cccnc3)O2)c(=O)[nH]c1=O	-1.6	-2	2
Cc1cc(C)n2nc(SCC(=O)NC3(C#N)CCCCC3)nc2n1	0.3	3	12
Cc1cc(N2CCOCC2)nc(N2CCOCC2)c1C#N	-0.8	7	-1
C[C@@H]1CN([C@@H](C)CO)C(=O)c2cc(C3=CCCCC3)cnc2O[C@H]1CN(C)C(=O)Nc1cccc(F)c1	-0.1	1	-9
NNC(=O)Cc1cc(=O)[nH][nH]1	-0.1	-2	21
Nc1cccc(OCCCCCOc2cccc(N)c2)c1	1.8	22	12
CC(C)(C)N1CC(C(=O)Nc2ccc(C(N)=O)cc2)CC1=O (configuration not stated)	-0.8	-15	20
CCN(CC)C(=O)C1=C(C)N(Cc2ccc(F)cc2)C(=O)C(CC(=O)NCc2cccs2)C1 (configuration not stated)	-3.1	16	9
CCn1ncc(CN2CCC(n3nccc3NC(=O)c3ccccc3Cl)CC2)c1C	-0.5	-12	15
C[C@H](CO)N1C[C@H](C)[C@H](CN(C)C(=O)Nc2ccc(C(F)(F)F)cc2)Oc2ncc(-c3cccnc3)cc2C1=O	-1.5	28	17
C[C@@H]1CN([C@H](C)CO)C(=O)c2cc(C3=CCCCC3)cnc2O[C@@H]1CN(C)Cc1ccccc1C(=O)O	-1.7	-11	-15
C[C@@H]1CN([C@H](C)CO)C(=O)CCCn2nncc2CO[C@@H]1CN(C)C(=O)Nc1ccc(N2CCN(C)CC2)cc1	-3.4	1	-9
COC(=O)Cn1ccnc1[N+](=O)[O-]	-0.8	-5	24
C[C@H](CO)N1C[C@H](C)[C@H](CN(C)S(=O)(=O)c2cn(C)cn2)OCc2cnnn2CCCC1=O	-0.6	6	-1
CCC(CC)CC1CN2CCc3cc(OC)c(OC)cc3C2CC1(O)CC (configuration not stated)	0.3	8	-473
Cc1n[nH]c(=O)n(N=Cc2c[nH]c3ccccc23)c1=O	-1.2	-6	-2
COCc1ccc(CN2CCC(n3nccc3NC(=O)c3ccc4c(c3)OCO4)CC2)o1	14	9	0
O=C1CC(=Nc2ccc([N+](=O)[O-])cc2)NN1c1c(Cl)cc(Cl)cc1Cl	11	-14	95*
CN(C)Cc1c[nH]c2nccnc12	-1.9	4	-8
The list goes on.
SMILES	MPTP block	PfGluPho inh	SENP8 inh
Cc1cscc(C)c1=S	-0.1	1	14
Cc1ccccc1OCc1nnc(SC(C)C(=O)O)n1-c1ccccc1 (configuration not stated)	-0.3	-10	14
CCN(CC)C(=O)C1=C(C)N(Cc2ccccc2)C(=O)C(CC(=O)NCCc2ccccn2)C1 (configuration not stated)	0.2	9	2
FC(F)(F)C1=NNC(c2ccc3ccccc3c2)=NN1	1.9	17	6
O=C(CSc1nnc(CNC(=O)c2c(F)cccc2F)o1)c1ccc(Cl)cc1	-1.2	3	-3
Cc1ccc(C)c(C(=O)COC(=O)c2cc(S(=O)(=O)N3CCOCC3)ccc2F)c1	-0.1	-3	9
COc1ccc(-c2cc3nc(C)cc(N4CCN(C(=O)c5ccco5)CC4)n3n2)cc1	-0.1	23	-327
COc1cc(NC(=O)C2CCN(S(=O)(=O)c3cccs3)CC2)c(C(=O)O)cc1OC	0.1	3	-53
COC(=O)c1c(NC(=O)c2ccccc2C(=O)O)sc2c1CCCC2	0.5	-31	-42
COc1ccc(CCNC(=O)c2cc(S(=O)(=O)N3CCc4ccccc43)ccc2F)cc1OC	0.5	10	1
Cc1cccc(-c2n[nH]nc2C2=CC(=O)CC(C)(C)C2)c1	-0.5	-1	-4
CC1(C)Oc2cc3oc(C(=O)O)cc(=O)c3cc2-c2ccccc21	0.5	-11	-469
CNC(=O)c1ccc(NC(=O)c2ccccc2OCc2c(C)noc2C)cc1	-1.5	-9	-1
C[C@H]1CN([C@@H](C)CO)C(=O)CCCn2cc(nn2)CO[C@@H]1CN(C)S(=O)(=O)c1ccc2c(c1)OCCCO2	0.7	-2	4
CC(=O)N1N=C(c2ccc(Br)cc2)CC1c1ccc(Br)cc1 (configuration not stated)	1.4	-6	1
COc1ccc(NC(=O)C[C@@H]2C(=O)N(c3ccc(OC)cc3)CC2(C)C)cc1	-1.1	0	0
C[C@@H]1CN([C@@H](C)CO)C(=O)c2c(c3ccccc3n2C)-c2ccccc2CO[C@H]1CN(C)C(=O)[C@H](C)c1ccccc1	1.9	13	-18
CC1NC(=O)COC1c1ccccc1 (configuration not stated)	1.0	-11	7
C[C@H]1CN([C@@H](C)CO)C(=O)CCCn2nncc2CO[C@@H]1CN(C)Cc1ccccc1C(F)(F)F	-2.5	-13	8
COc1ccc(NC2CCCN(C(=O)c3ccccc3-c3ncc[nH]3)C2)cc1 (configuration not stated)	-0.4	-5	15

Whole records, quoted from the list.
Shown for Cc1ccccc1OCc1nnc(SC(C)C(=O)O)n1-c1ccccc1 (configuration not stated) = MPTP block = -0.3; PfGluPho inh = -10; SENP8 inh = 14
Shown for C[C@H]1CN([C@@H](C)CO)C(=O)CCCn2nncc2CO[C@@H]1CN(C)Cc1ccccc1C(F)(F)F = MPTP block = -2.5; PfGluPho inh = -13; SENP8 inh = 8
Shown for COc1ccc(NC2CCCN(C(=O)c3ccccc3-c3ncc[nH]3)C2)cc1 (configuration not stated) = MPTP block = -0.4; PfGluPho inh = -5; SENP8 inh = 15

High-throughput results as filed in PubChem.
